Bioassay records (PubChem BioAssay)
IMP-1 inh: blocks Pseudomonas aeruginosa IMP-1 metallo-beta-lactamase; purified IMP-1, nitrocefin hydrolysis, epi-absorbance fluorescence; inhibition, % at 5.6 µM; actives 0.45% (n = 290,000); AID 1556;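 active means inhibition above the mean plus 3 SD of all compounds in the same screening run, cut at about 4.5% in these data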;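 further: 0% = IMP-1 with DMSO and 100% = DMSO wells lacking enzyme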
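assay system = purified recombinant IMP-1 metallo-beta-lactamase enzyme | schedule = 15 min preincubation plus 25 min reaction at 25 °C | signal = Epi-absorbance fluorescence, 480 nm excitation, 530 nm emission | read-out basis = percent inhibition from optical density relative to buffer-blank wells | controls = IMP-1 with DMSO as 0%, enzyme-free DMSO as 100%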
HCV NS3 hel inh: HCV NS3 helicase inhibition; NS3 helicase DNA unwinding, Cy5 molecular beacon fluorescence; inhibition, % at 10.9 µM; actives 0.56% (n = 290,000); AID 1800;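 active means inhibition above the mean of all tested compounds plus 3 SD, set per campaign, cut at about 35% in these data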;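 further: 0% = DMSO wells and 100% = thioflavine S control wells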
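Assay system: hepatitis C virus NS3 helicase domain fragment enzyme. Also added: annealed dual-labelled DNA beacon duplex, ATP-started. Timing: 1 h reaction at 25 °C, ATP-initiated. Technique: Cy5 fluorescence at 0 and 60 min, beacon hairpin quenching. Evaluation: % inhibition of unwinding. Replication: one well per compound.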
GalR3 antag: antagonists of human GalR3 | AID 651719 | HEK293 GalR3-CNG cAMP membrane potential fluorescence; galR3 body fused to GalR1 C-terminus | inhibition, % at 3 µM | actives 0.44% (n = 360,000) | O60755;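 active means inhibition above the screen-wide average plus 3 SD, cut at about 13% in these data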;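 further: forskolin and galanin both at EC90 stimulate the cells; cAMP rise reported by CNG channel membrane potential dye signal; 0% = forskolin plus galanin with DMSO and 100% = forskolin alone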
Target sequence (O60755 1-299 limits assumed): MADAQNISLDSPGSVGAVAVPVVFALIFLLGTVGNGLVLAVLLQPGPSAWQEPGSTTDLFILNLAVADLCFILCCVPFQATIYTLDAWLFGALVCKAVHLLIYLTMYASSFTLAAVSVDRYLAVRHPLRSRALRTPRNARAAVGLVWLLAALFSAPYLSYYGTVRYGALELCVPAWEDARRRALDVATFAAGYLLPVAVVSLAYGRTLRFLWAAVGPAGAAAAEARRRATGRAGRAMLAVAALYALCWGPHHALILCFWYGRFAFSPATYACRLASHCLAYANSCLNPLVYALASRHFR
GPR7 antagonist: antagonists of human GPR7 (neuropeptides B/W receptor 1) | P48145 | GPR7-expressing cells, fluorescence antagonist assay | inhibition, % at 4.4 µM | actives 1.1% (n = 290,000); in the data active means inhibition above about 16%, passing the limit was not always enough;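 further: cells stimulated with the agonist NPW; 0% = agonist with vehicle and 100% = vehicle without agonist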
Target sequence (P48145 whole entry, looked up): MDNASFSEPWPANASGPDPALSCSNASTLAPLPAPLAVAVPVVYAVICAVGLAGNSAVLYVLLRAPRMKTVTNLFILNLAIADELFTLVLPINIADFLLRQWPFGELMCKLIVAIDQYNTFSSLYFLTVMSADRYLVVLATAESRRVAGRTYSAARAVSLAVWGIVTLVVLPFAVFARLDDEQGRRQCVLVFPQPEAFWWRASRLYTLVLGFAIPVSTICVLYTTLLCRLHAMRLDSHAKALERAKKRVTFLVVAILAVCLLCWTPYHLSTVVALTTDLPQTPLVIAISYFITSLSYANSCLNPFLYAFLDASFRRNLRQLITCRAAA
OXTR agonist: agonists of human oxytocin receptor; P30559; CHO-OTR cells, Fluo-8 calcium fluorescence; normalized: DMSO 0%, oxytocin 100%; activation, % at 3 µM; actives 0.32% (n = 320,000); AID 2435;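 active means activation above the mean of all tested compounds plus 3 SD, cutoff set per screening run, cut at about 20% in these data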;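 further: peak over basal fluorescence ratio from a 100 s FLIPR kinetic read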
FID counter: counter-screen for HCV NS3 helicase inhibitors: DNA intercalator displacement; actives 0.17% (n = 290,000); DNA fluorescent intercalator displacement, fluorescence; inhibition, % at 7.9 µM; AID 1845; in the data active means inhibition above about 37%;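 further: 0% = vehicle and 100% = reference compound; higher means more ethidium bromide displaced from hairpin DNA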
VIM-2 inhibitor: blocks Pseudomonas aeruginosa VIM-2 metallo-beta-lactamase. purified VIM-2, nitrocefin hydrolysis, epi-absorbance fluorescence. inhibition, % at 5.6 µM. actives 0.89% (n = 290,000);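 active means inhibition above the mean of all tested compounds plus 3 SD, cutoff set per screening run, cut at about 7.5% in these data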;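 further: red hydrolysis product quenches plate fluorescence so inhibitors raise well fluorescence; 0% = enzyme with DMSO and 100% = DMSO without enzyme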
V1R ag counter: counter-screen for oxytocin receptor agonists: human V1a receptor agonists. actives 0.25% (n = 320,000). CHO-V1R cells, Fluo-8 calcium fluorescence, agonist mode; 0% DMSO, 100% 3 nM vasopressin. activation, % at 3 µM. AID 2797. P37288;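 active means activation above the mean activation of all tested compounds plus 3 SD, per screening run, cut at about 20% in these data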;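 further: signal is peak over basal fluorescence ratio across a 100 second FLIPR read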
PHOSPHO1 inh: PHOSPHO1 (human) inhibition; recombinant PHOSPHO1, absorbance phosphatase assay; inhibition, % at 13.3 µM; actives 1.1% (n = 290,000); in the data active means inhibition above about 60%
Target sequence (Q8TCT1 whole entry, looked up): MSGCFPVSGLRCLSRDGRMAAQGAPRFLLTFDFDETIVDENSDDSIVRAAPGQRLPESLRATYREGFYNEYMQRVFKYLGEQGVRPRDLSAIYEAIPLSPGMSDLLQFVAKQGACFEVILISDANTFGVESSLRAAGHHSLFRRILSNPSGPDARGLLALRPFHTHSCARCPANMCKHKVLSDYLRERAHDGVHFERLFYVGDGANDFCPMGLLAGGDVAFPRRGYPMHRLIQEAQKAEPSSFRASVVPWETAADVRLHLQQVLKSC
* = called active by the depositor; · = no result given.

Key to letters – A = IMP-1 inh; B = HCV NS3 hel inh; C = GalR3 antag; D = GPR7 antagonist; E = OXTR agonist; F = FID counter; G = VIM-2 inhibitor; H = V1R ag counter; I = PHOSPHO1 inh
COc1cc(NC(=O)c2cccs2)ccc1NC(=O)c1ccco1
  A: -1.0; B: 6; C: 4; D: -13; E: -0.5; F: -8; G: -1.8; H: 4.1; I: 7

Cc1nn(C(C)(C)C)c(OC(=O)c2ccco2)c1Sc1ccccc1
  A: -5.0; B: -6; C: -4; D: -8; E: -1.4; F: -17; G: -3.0; H: -1.3; I: -28

CN1C2CCC1CC(NS(=O)(=O)c1ccc(C#N)cc1)C2 (stereo unspecified)
  A: 1.7; B: 6; C: -2; D: -11; E: 0.5; F: -4; G: -1.1; H: 0.1; I: 33

COc1ccc(NC(=O)c2cc(-c3ccccc3OC)on2)cc1
  A: -3.0; B: 2; C: -11; D: 10; E: -1.5; F: -9; G: -1.3; H: -0.5; I: 14

CCOC(=O)C1(Cc2cccc(OC)c2)CCCN(C(=O)CCc2cccnc2)C1 (stereo unspecified)
  A: -2.7; B: 6; C: -5; D: 1; E: -0.3; F: -20; G: -3.6; H: -0.4; I: 37

CC(C)NC(=O)CCc1nnc(Cc2cccc(C(F)(F)F)c2)o1
  A: -2.4; B: -4; C: -4; D: -17; E: 0.5; F: -6; G: -0.3; H: 0.6; I: 41

CCSc1nnc(NC(=O)c2ccc3ccccc3n2)s1
  A: -1.8; B: 17; C: 3; D: 8; E: -2.4; F: -8; G: -2.3; H: -0.3; I: 9

NC(=O)[C@H]1CC2(CC(c3cccc(NC(=O)CC(c4ccccc4)c4ccccc4)c3)=NO2)CN1C(=O)CC(c1ccccc1)c1ccccc1 (stereo partly specified)
  A: ·; B: ·; C: -10; D: ·; E: -0.2; F: ·; G: ·; H: 2.8; I: 22

NC(=O)c1cc(S(=O)(=O)NCCc2ccc(S(N)(=O)=O)cc2)cs1
  A: -0.6; B: 2; C: 2; D: -4; E: 0.0; F: 4; G: -1.2; H: -0.1; I: 15

O=C(COC(=O)c1ccccn1)c1cccc(Br)c1
  A: 2.9; B: 7; C: 0; D: 24; E: -1.1; F: -8; G: 1.9; H: 0.8; I: 53

Cc1ccc(Cl)cc1Nc1nc(N2CCOCC2)nc(N2CCOCC2)n1
  A: -2.1; B: -13; C: -5; D: -22; E: -2.2; F: -45; G: -1.0; H: -1.4; I: 60

Cc1ccc(/C=C/C(=O)NCc2ccc3c(c2)OCO3)o1
  A: -4.6; B: 8; C: 4; D: -3; E: -1.3; F: -3; G: -4.0; H: -0.4; I: -5

CCOC(=O)COc1ccc2c(=O)c(-c3ccc(OC)c(OC)c3)c(C(=O)OCC)oc2c1
  A: -1.3; B: -8; C: -4; D: -14; E: -0.2; F: -38; G: 0.4; H: -0.7; I: 27

Cn1cnc2c1c(=O)n(Cc1ccc(F)cc1Cl)c(=O)n2C
  A: -5.7; B: 4; C: -1; D: -5; E: 1.7; F: -5; G: -3.4; H: 1.1; I: 16

Cc1ccc(S(=O)(=O)N2CCN(c3ncccn3)CC2)c(C)c1
  A: 0.7; B: -4; C: -6; D: -3; E: 1.0; F: -25; G: -0.1; H: 1.9; I: ·

CCOC(=O)c1ccc(NC(=S)NCCCN2CCN(C3CCCCC3)CC2)cc1
  A: 0.5; B: -14; C: -3; D: 1; E: -0.2; F: 12; G: -0.7; H: 1.4; I: -22

CC(C)CN1CCN(Cc2cccn2-c2ccccn2)CC1CCO (stereo unspecified)
  A: -2.2; B: -4; C: -6; D: -3; E: -0.1; F: 1; G: -1.9; H: -0.2; I: 58

O=C(CN1CCN(Cc2ccc3c(c2)OCO3)CC1)N1CCc2[nH]c3ccc(F)cc3c2C1
  A: -1.4; B: -29; C: -4; D: -9; E: 8.0; F: 8; G: -2.4; H: 5.9; I: 18

COc1ccc(C/C(C)=N/NC(=O)c2cc(C)oc2C)cc1
  A: -0.9; B: -19; C: 0; D: 10; E: -1.1; F: -1; G: -1.9; H: -0.3; I: -2

Cc1ccc(C)c(N(C(=O)CNC(=O)c2ccco2)C(C(=O)NCC2CCCO2)c2ccccc2)c1 (stereo unspecified)
  A: -2.8; B: 3; C: -1; D: -3; E: 2.6; F: -53; G: -5.2; H: 9.8; I: 36

CCOC(=O)/C=C1\SCC(=O)N1CC(=O)NC(C)c1ccccc1 (stereo unspecified)
  A: -3.6; B: -2; C: -11; D: -2; E: 0.1; F: -6; G: -1.8; H: -0.6; I: 2

O=C(Nc1ccc2c(c1)OCO2)c1ccc(S(=O)(=O)N2CCCC2)cc1
  A: -0.3; B: -5; C: -4; D: 12; E: 0.0; F: -13; G: -1.2; H: 1.0; I: 43

CCN(CC(=O)Nc1ccccc1OC)C(=O)C1CC2C=CC1C2 (stereo unspecified)
  A: -1.4; B: 0; C: -6; D: -10; E: -0.4; F: -8; G: -3.2; H: -0.6; I: 21

CC(=O)c1ccc(N2CCN(C(=O)CCC(=O)Nc3ccc4nc(N5CCN(C)CC5)cc(C)c4c3)CC2)cc1
  A: -4.3; B: -9; C: -7; D: -1; E: -0.8; F: 19; G: -2.3; H: 0.3; I: 4

Cc1nnsc1SCCNC(=O)c1c(F)cccc1F
  A: -2.8; B: -8; C: 4; D: -1; E: 0.9; F: 1; G: -4.6; H: 0.8; I: 6

Cc1cc(S(=O)(=O)NCc2ccncc2)c(C)cc1Br
  A: -0.5; B: -1; C: 104*; D: 14; E: 7.7; F: -16; G: -2.4; H: 15; I: -115

CC12OC1C1(O)CCCC1=CC2=O (stereo unspecified)
  A: -2.8; B: 27; C: ·; D: 1; E: 0.6; F: -5; G: 0.1; H: 1.1; I: 10

O=C1OCCC1Sc1nc2ccccc2n1-c1ccccc1 (stereo unspecified)
  A: -3.8; B: -6; C: 0; D: -16; E: -1.9; F: -9; G: -0.8; H: -1.4; I: 53

CCCCc1ccc(NC(=O)CN(C)CC(=O)Nc2ccccc2Cl)cc1
  A: -3.0; B: -25; C: -4; D: -20; E: -1.6; F: -35; G: -1.7; H: 1.1; I: 38

Cc1ccc(Nc2nc(N3CCOCC3)nc(N3CCOCC3)n2)cc1
  A: -0.5; B: 2; C: 1; D: -1; E: -2.1; F: -5; G: -2.9; H: -0.8; I: 58

Just GPR7 antagonist, for some of the entries so far:
| molecule | GPR7 antagonist |
| --- | --- |
| Cc1ccc(C)c(N(C(=O)CNC(=O)c2ccco2)C(C(=O)NCC2CCCO2)c2ccccc2)c1 (stereo unspecified) | -3 |
| O=C(Nc1ccc2c(c1)OCO2)c1ccc(S(=O)(=O)N2CCCC2)cc1 | 12 |
| CCCCc1ccc(NC(=O)CN(C)CC(=O)Nc2ccccc2Cl)cc1 | -20 |
| Cc1cc(S(=O)(=O)NCc2ccncc2)c(C)cc1Br | 14 |
| Cc1ccc(Nc2nc(N3CCOCC3)nc(N3CCOCC3)n2)cc1 | -1 |

GalR3 antag, what is marked active above
Compound	IMP-1 inh	HCV NS3 hel inh	GalR3 antag	GPR7 antagonist	VIM-2 inhibitor	PHOSPHO1 inh
Cc1cc(S(=O)(=O)NCc2ccncc2)c(C)cc1Br	-0.5	-1	104*	14	-2.4	-115

(list continues)
Key to letters – A = IMP-1 inh; B = HCV NS3 hel inh; C = GalR3 antag; D = GPR7 antagonist; E = OXTR agonist; F = FID counter; G = VIM-2 inhibitor; H = V1R ag counter; I = PHOSPHO1 inh
Cc1ccc(C2N(c3cccc(Cl)c3)C(=O)C3CCCN32)o1 (stereo unspecified)
  A: -3.5; B: 0; C: 0; D: -15; E: 0.6; F: 0; G: -1.2; H: 0.7; I: -3

Cc1c(CC(=O)NCCCCCC(=O)O)c(=O)oc2cc3occ(-c4ccccc4)c3cc12
  A: -1.8; B: 29; C: -10; D: -8; E: 0.4; F: -32; G: -0.2; H: 0.8; I: 18

Cc1ncc([N+](=O)[O-])n1CC(=O)NC(C)(C)C
  A: -2.1; B: 0; C: -5; D: -4; E: -0.8; F: -1; G: -1.3; H: -0.2; I: -7

O=C(N/N=C/c1ccco1)c1cc(-c2cccs2)[nH]n1
  A: -2.4; B: 15; C: -4; D: -4; E: 0.7; F: -1; G: -5.1; H: 0.3; I: -1

O=C(Nc1nc(N2C(=O)c3ccccc3C2=O)n(-c2ccccc2)n1)c1ccc(Cl)cc1
  A: 1.1; B: 0; C: 7; D: 25; E: 0.7; F: -20; G: 0.0; H: 0.8; I: 13

CSc1cccc(NC(=O)C2CCCN(c3ncnc4c3nc3n4CCCCC3)C2)c1 (stereo unspecified)
  A: -4.9; B: -23; C: 1; D: -15; E: -2.5; F: -51; G: -0.9; H: -1.1; I: 40

CCc1ccccc1N(C(=O)c1snc(C(N)=O)c1N)C(C(=O)NCC1CCCO1)c1ccc(OC)c(OC)c1 (stereo unspecified)
  A: -1.1; B: -16; C: -7; D: -8; E: ·; F: -42; G: -2.1; H: ·; I: 10

CC(C)(C)OC(=O)N1CCCC1C(=O)N1CCc2ccccc21 (stereo unspecified)
  A: -2.0; B: -5; C: -6; D: 3; E: 0.6; F: -6; G: -0.3; H: -1.0; I: -10

COc1ccc(/C=N/NC(=O)CNC(=O)c2ccc3c(c2)OCCO3)c(C(=O)O)c1OC
  A: -4.1; B: -3; C: -7; D: -13; E: -1.1; F: -11; G: -4.2; H: -0.1; I: 7

Cc1ccc(N2C(=O)NC(NC(=O)C(C)(C)C)(C(F)(F)F)C2=O)cc1C (stereo unspecified)
  A: -2.3; B: -4; C: -1; D: -19; E: -1.3; F: -3; G: -2.9; H: -0.6; I: 11

COc1ccc(-c2nn(-c3ccccc3)cc2CO)cc1OC
  A: -3.1; B: -7; C: -3; D: -8; E: 0.4; F: -17; G: -3.0; H: 0.7; I: -45

Fc1ccc(-c2[nH]ncc2-c2nnnn2-c2ccccc2)c(F)c1
  A: 0.2; B: -2; C: -6; D: -1; E: 0.1; F: -2; G: 0.6; H: 1.8; I: 46

O=C(COC(=O)c1cccnc1)Nc1ccccc1
  A: -3.3; B: -3; C: 1; D: 0; E: -0.1; F: -2; G: -3.0; H: 0.8; I: 14

COc1ccc(OC)c(NC2=C(Cl)C(=O)N(Cc3ccccc3)C2=O)c1
  A: -1.1; B: -8; C: -3; D: 1; E: -1.0; F: -8; G: -0.4; H: 0.7; I: 53

CC(C)Cc1cc(C(=O)N2CCN(c3ccc(F)cc3)CC2)no1
  A: -1.7; B: 0; C: ·; D: -4; E: -2.2; F: -21; G: -0.8; H: 1.6; I: -6

Cc1ccccc1N=C(NO)c1cccnc1
  A: 0.0; B: -3; C: -10; D: 4; E: -1.6; F: -1; G: 0.2; H: 0.3; I: 32

CN1CCc2c(sc(NC(=O)c3ccc(S(=O)(=O)N4CCOCC4)cc3)c2C(N)=O)C1
  A: -1.6; B: -7; C: ·; D: 4; E: 1.1; F: 1; G: -0.7; H: 0.7; I: 23

O=[N+]([O-])c1cccc(-c2nnn(C34CC5CC(CC(C5)C3)C4)n2)c1
  A: -2.3; B: -7; C: 0; D: -16; E: -0.7; F: 1; G: -7.4; H: 0.1; I: 14

CCc1cccc(NC(=O)C2CCCC2)c1
  A: -2.6; B: -7; C: -2; D: 2; E: -2.6; F: -1; G: -1.9; H: -1.6; I: 1

No enrichment for hits. Share with any hit: about 4.3%.
